High-throughput results from PubChem.
CaV13 FRET inh = Primary screen for inhibitors of IQ motif and Ca2+-dependent inactivation inhibitor domain binding in CACNA1D, Förster resonance energy transfer in living cells, …. inhibition, % at 12.3 µM. HEK cells, CFP/YFP FRET ICDI-IQ, plate reader, 10 min; percent FRET-ratio fall versus neutral wells. AID 743397. 340,000 compounds, 0.098% hits;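 active = mean replicate inhibition of at least 30% and at least 1% of replicates passing that level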;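 also: 0% = median of the neutral control wells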
H9c2 protect = myocardial damage modulation in H9c2 cells. H9c2 cardiomyocytes, H2O2 injury protection, ATPLite, 2 h. protection from H2O2 cell death, % at 20 µM. 360,000 compounds, 0.63% hits. AID 588492;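 active = compounds giving at least 50% protection of heart cells from peroxide-induced death in the single-dose screen, raw or plate-pattern-corrected value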;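 also: 0% = DMSO wells with peroxide and 100% = DMSO wells without peroxide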
HTR2A ag = activates the mouse 5-HT2A serotonin receptor | CHO-K1 mHTR2A beta-arrestin complementation, luminescence; percent of 30 µM serotonin response | AID 624169 | activation, % at 7.6 µM | 360,000 compounds, 0.66% hits | P35363;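 active = activation above a run cutoff, the mean activation of all tested compounds plus 3 SD, cut at about 14% in these data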;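 also: 0% = plate median of compound wells and 100% = 30 µM serotonin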
Target sequence (P35363 whole entry, looked up): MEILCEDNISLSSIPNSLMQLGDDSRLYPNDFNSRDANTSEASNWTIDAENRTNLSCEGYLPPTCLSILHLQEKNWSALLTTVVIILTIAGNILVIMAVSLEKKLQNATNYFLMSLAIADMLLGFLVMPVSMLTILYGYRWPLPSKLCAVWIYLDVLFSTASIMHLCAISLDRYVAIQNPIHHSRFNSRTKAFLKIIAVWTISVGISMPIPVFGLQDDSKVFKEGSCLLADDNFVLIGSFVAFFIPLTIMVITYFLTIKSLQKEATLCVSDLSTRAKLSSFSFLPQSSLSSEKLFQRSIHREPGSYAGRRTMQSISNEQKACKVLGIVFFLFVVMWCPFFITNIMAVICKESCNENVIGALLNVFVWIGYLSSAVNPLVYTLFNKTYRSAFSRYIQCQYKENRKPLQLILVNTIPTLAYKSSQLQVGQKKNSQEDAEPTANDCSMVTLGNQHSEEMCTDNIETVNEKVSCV
Shn3 3UTR inh = Schnurri-3 reporter inhibition in Clone20 osteoblasts | Clone20 osteoblast Shn3 3'UTR firefly luciferase, 24 h | inhibition, % at 12.5 µM | 360,000 compounds, 0.52% hits | AID 588674;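 active = mean inhibition of at least 75% with every replicate also reaching 75%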;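 also: 0% = median of neutral control wells and 100% = pilot-screen positive control compound; some compounds past the cut are filed as inactive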
NR2E3 ag-1 = agonists of human nuclear receptor NR2E3; Q9Y5X4; GST-NR2E3/biotin-RetCOR TR-FRET, 1536-well; inhibition of corepressor binding, % at 4.78 µM; 320,000 compounds, 0.12% hits; AID 2300;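 active = percent inhibition above the cutoff of mean plus 3 SD of all tested compounds, set per screening campaign, cut at about 20% in these data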;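 also: 0% = DMSO wells and 100% = biotin wells as full block of FRET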
Target sequence (Q9Y5X4 whole entry, looked up): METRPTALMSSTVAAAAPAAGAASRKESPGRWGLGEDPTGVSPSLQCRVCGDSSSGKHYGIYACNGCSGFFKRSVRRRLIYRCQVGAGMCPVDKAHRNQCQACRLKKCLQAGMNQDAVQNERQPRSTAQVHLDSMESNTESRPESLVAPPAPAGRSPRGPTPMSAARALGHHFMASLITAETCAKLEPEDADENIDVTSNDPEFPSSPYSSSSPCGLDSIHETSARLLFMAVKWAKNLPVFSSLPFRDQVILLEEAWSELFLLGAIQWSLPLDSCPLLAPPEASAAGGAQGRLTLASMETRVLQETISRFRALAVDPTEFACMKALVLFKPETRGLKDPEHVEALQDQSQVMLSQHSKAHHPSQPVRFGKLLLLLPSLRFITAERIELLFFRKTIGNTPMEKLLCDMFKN
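System: GST-tagged NR2E3 plus biotinylated RetCOR corepressor; Amount: 1.35 nM GST-tagged NR2E3 final; Dosing: single nominal compound dose of 4.8 µM; Schedule: 5 h incubation at 4 °C; Technique: TR-FRET with europium anti-GST and streptavidin-D2, 340 nm excitation; Controls: biotin wells as high control, 0.6% DMSO wells as low control.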
hiPSC survival = enhancers of human iPSC single-cell survival. 360,000 compounds, 0.044% hits. hiPSC single-cell survival, ATPlite luminescence; 100% = ROCK inhibitor wells, 0% = DMSO. survival enhancement, % at 20 µM; in the data active = survival enhancement above about 18%;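 also: cells exposed to compounds for 16 hours before the ATP read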
Peg3 promoter = inhibitors of Peg3 promoter | HeLa PEG-Prom luciferase reporter, luminescence, overnight | 360,000 compounds, 1.7% hits | inhibition, % at 20 µM | AID 588405;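 active = inhibition of at least 50% at 20 µM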
HIF-2a block = inhibitors of HIF-2a. 786-0 RCC cells HIF-2a reporter, luciferase luminescence, overnight. inhibition, % at 18.8 µM. 360,000 compounds, 0.72% hits;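 active = inhibition of the luminescence signal of 40% or more relative to plate controls, in a single-dose primary screen at 18.75 µM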
PDI turbidity = inhibitors of human protein disulfide isomerase; P07237; PDI insulin aggregation turbidity, A650, 90 min; inhibition, % at 10 µM; 350,000 compounds, 0.052% hits;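 active = mean inhibition across replicates of 30% or more, whatever share of single replicates reach that level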;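 also: absorbance from insulin aggregation driven by PDI reduction with DTT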
NR2E3 ag-2 = human photoreceptor-specific nuclear receptor agonism; CHO-S Gal4-NCOR/VP16-NR2E3 two-hybrid, luciferase; AID 602229; inhibition of corepressor binding, % at 3.98 µM; 360,000 compounds, 0.35% hits;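 active = inhibition above the mean of all tested compounds plus 3 SD, cut at about 70% in these data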;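 also: 0% = DMSO with NR2E3 transfected cells and 100% = cells lacking NR2E3 construct; higher means lower luciferase signal from less NR2E3 corepressor binding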
MITF TRPM1 inh = reduces MITF-dependent TRPM1 promoter luciferase signal; SK-MEL-5 TRPM1 promoter luciferase, 24 h; inhibition, % at 12.5 µM; 330,000 compounds, 0.83% hits;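 active = mean inhibition across replicates of 60% or more, whatever share of single replicates reaches that level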; also: values of inactives mirror those of a sister screen read the other way
Starred values were filed as active, the others as inactive; / = not tested or not shown. An unsorted share of the library; 3.9% or so of the library scored in one or more.

SMILES	CaV13 FRET inh	H9c2 protect	HTR2A ag	Shn3 3UTR inh	NR2E3 ag-1	hiPSC survival	Peg3 promoter	HIF-2a block	PDI turbidity	NR2E3 ag-2	MITF TRPM1 inh
Cc1ccc2[nH]cc(S(=O)(=O)c3ccc(C)c(C)c3)c(=O)c2c1	-8.0	-2.8	0.1	5.3	-4.0	-0.6	8.8	-0.1	8.9	11.6	0.6
C=CCc1cccc2cc(C(=O)NCCOC)c(=O)oc12	-14.6	7.6	-2.6	5.6	1.2	0.8	-11.1	-6.2	-2.8	8.8	-2.5
Cn1c(=O)c2cc(S(=O)(=O)NCCC(=O)NCC3CCCO3)ccc2n(C)c1=O (centres undefined)	-7.4	-0.6	4.7	4.5	0.7	-2.9	6.8	20.3	6.8	-1.5	-7.2
CC(C)CN1CCN(Cc2cc(F)ccc2-n2cccn2)CC1CCO (centres undefined)	-5.7	9.2	-2.0	-2.1	3.1	1.0	2.5	11.3	-18.1	15.0	-2.8
Cc1ccc2oc(C(=O)N3CCN(CCO)CC3)c(C)c2c1	-6.1	5.3	-3.2	7.3	-1.1	0.5	-6.5	-7.2	12.3	-25.1	-8.6
O=S1(=O)[C@H]2C[C@@H]3C=C[C@@]2(CN1Cc1ccc(F)cc1)O3	-9.7	6.1	7.8	-14.4	-3.6	-1.6	-1.2	8.7	10.7	12.9	8.8
Cc1ccc(/C(N)=N/OC(=O)COc2ccc(Cl)c(C)c2)cc1	-18.9	-3.7	-2.6	-22.7	2.4	1.8	-6.8	-17.9	-5.4	-19.7	-14.2
CCNC(=O)C1(C)CCCN(Cc2cccc(Oc3ccccc3)c2)C1 (centres undefined)	/	-13.0	-4.6	-1.7	/	0.3	-2.5	-16.6	-1.5	9.8	/
CC(NC(=O)Cc1ccsc1)c1ccc(F)cc1 (centres undefined)	-6.9	-1.3	3.1	-19.3	3.1	2.0	-0.3	0.5	-5.7	-17.0	-0.9
CCc1ccc(Nc2cc(C)nc3ncnn23)cc1	-1.9	-4.4	-3.7	1.9	2.1	-0.7	27.3	-5.0	-8.1	16.6	1.6
CC1CNC(=S)N(c2ccccc2)C1=O (centres undefined)	-5.1	-1.2	-3.9	63.1	/	-0.6	62.3*	5.8	-1.6	-2.3	-6.6
COc1ccc(C2C3C(=O)N(Cc4ccccc4)C(=O)C3ON2c2ccccc2)c(OC)c1OC (centres undefined)	-2.7	-8.6	-2.1	28.5	-1.1	-3.7	12.8	17.1	0.5	-38.6	4.4
O=C(CSc1nnc(-c2ccccc2)n1Cc1ccccc1)NC1CC1	/	0.9	0.0	-35.6	-0.5	-2.8	2.1	7.5	-4.0	3.6	8.5
COc1ccc2c(c1)CC/C(=C\Nc1ccc3c(c1)OCO3)C2=O	-9.2	-17.6	-3.9	-6.7	-3.3	-4.4	-213.4	-388.2	9.1	-90.2	-78.0
CC(=O)NCCc1nc2cc(NC(=O)c3ccc(F)cc3)ccc2n1C	-3.5	-2.7	1.6	-50.6	/	0.6	-121.7	-158.5	-5.9	-14.1	-66.1
C/C(=N\NC(=O)Cn1nc(C)cc1C)c1ccc([N+](=O)[O-])cc1	4.5	6.2	0.0	7.0	3.6	-0.4	-1.4	8.9	5.2	-42.3	-0.9
Cc1cnc(CN2CCc3c([nH]c4ccccc34)C2CC(C)C)[nH]1 (centres undefined)	-2.9	-0.7	-4.5	17.4	3.9	-0.2	-3.2	18.2	1.8	6.1	15.8
COc1ccccc1CNC(=O)C(C)c1ccc([N+](=O)[O-])cc1 (centres undefined)	-5.3	4.1	-1.8	4.7	-2.3	3.0	14.7	9.5	-2.6	-4.6	-10.7
COc1cc(C(=O)NC(=S)Nc2ccc(N3CCCC3)cc2)cc(OC)c1OC	-5.0	1.8	-2.8	-0.7	2.4	0.2	9.2	20.3	-7.8	-44.4	10.6
CC(C)CC(=O)/C(=C\c1ccc(Cl)cc1Cl)n1cncn1	/	-11.9	0.7	14.1	/	-6.1	104.7*	94.4*	-2.7	-29.4	86.1*
Cc1ccc(C(=O)N[C@H](C(=O)OCc2cc(=O)n3c(n2)sc2ccccc23)C(C)C)cc1	-5.4	-8.7	6.3	12.5	0.4	1.7	-11.3	11.0	-3.6	-47.8	10.8
CCn1c(SCc2cccnc2)nc2c1c(=O)n(C)c(=O)n2C	-9.2	2.7	8.1	-0.8	-0.8	-1.1	16.4	16.3	2.4	-18.8	5.6
N#Cc1c2n(c3c(=O)n(CC(=O)c4ccc(Br)cc4)cnc13)CCCC2	-1.6	6.5	3.1	14.2	2.1	0.9	15.0	13.8	4.6	-1.1	-9.4
COc1ccc(-n2nc(C(=O)NCC(=O)NCCC3=CCCCC3)c3ccccc3c2=O)cc1	-2.0	4.3	-6.7	-5.9	5.3	0.6	4.8	8.1	2.2	-10.9	3.9
O=C1COc2ccc(S(=O)(=O)CCC(=O)NC3CCCCC3)cc2N1	-4.1	-4.9	1.2	5.9	-1.3	-0.5	-10.3	2.9	-12.2	-1.1	3.3

(next part)
SMILES	CaV13 FRET inh	H9c2 protect	HTR2A ag	Shn3 3UTR inh	NR2E3 ag-1	hiPSC survival	Peg3 promoter	HIF-2a block	PDI turbidity	NR2E3 ag-2	MITF TRPM1 inh
CN1C(=O)c2c(sc3c2CC(C)(C)SC3)N2CCN=C12	/	1.4	1.8	-1.0	3.7	0.4	12.4	14.1	-2.4	0.9	4.1
COc1ccc(CNC(=O)CCOc2ccc(C(C)(C)C)cc2)cc1	-6.8	-17.3	-3.3	-2.2	1.1	1.6	9.0	8.3	5.1	-16.6	7.7
CCCC1(C)SC(NC(C)=O)=NN1C(C)=O (centres undefined)	-2.6	10.8	4.1	3.6	-2.5	2.9	7.4	9.4	-3.1	19.2	15.8
O=C(CSc1nc2ccccc2s1)Nc1ccc(N2CCOCC2)c(Cl)c1	-6.1	-17.2	-4.0	-29.0	-0.8	2.1	-15.9	-33.4	-7.7	-12.5	6.5
O=S(=O)(c1ccc(Br)s1)N1CCNCC1	-5.9	-1.6	-1.3	-12.4	-1.3	0.0	5.3	19.9	0.0	-16.0	4.6
COc1ccc2oc(=O)c(C(=O)NCc3cccnc3)cc2c1	/	6.2	5.6	-11.1	3.1	-0.2	5.7	-1.2	-8.8	-9.3	-2.4
O=C(OCC(=O)N1CCc2ccccc2C1)c1cc(=O)[nH]c2ccccc12	-1.4	3.6	2.5	-17.8	0.1	1.8	-60.9	-62.9	-8.8	-34.8	-18.1
COc1ccc(NC(=O)COc2nsnc2N2CCOCC2)c(OC)c1	-2.4	2.2	12.9	0.1	1.4	-0.4	8.3	9.9	-3.0	8.9	-1.1
CC(C)Cn1c(N)c(C(=O)COC(=O)c2ccc(O)cc2)c(=O)n(C)c1=O	-4.4	-4.7	6.5	27.8	-1.6	-0.4	6.7	9.8	54.6*	-10.2	8.4
COC(=O)C1=C(C(=O)OC)[C@@H]2N(C)c3ccccc3[C@@]23C[C@@H](C(=O)OC)N(C(=O)C2CCC2)C3=N1	-10.5	6.6	4.5	-10.0	-0.2	1.1	7.8	4.7	2.0	-23.0	-6.4
CCN1CCN(C(c2cccs2)C(C)NC(=O)c2c(F)cccc2F)CC1 (centres undefined)	/	-0.9	-3.4	-6.9	4.9	1.0	10.8	6.8	4.7	9.8	-2.0
CC(C)Oc1cc(F)ccc1-c1cc(C(=O)NCc2ccccn2)[nH]n1	-9.9	2.7	-5.5	-3.5	/	4.9	6.4	-2.4	3.1	11.0	/
Cc1cc(C)nc(N/N=C/c2cccc3ccccc23)n1	-4.6	2.1	1.5	-15.3	-4.5	6.0	-74.5	-108.7	-1.1	-11.8	-22.5
Cc1ccc2[nH]c(=O)c(CN(C)S(=O)(=O)c3cccc4nonc34)cc2c1	-5.5	3.4	0.8	-12.3	-1.5	0.3	5.5	4.5	-7.1	16.8	-13.6
COc1ccc2c(=O)c3c(=O)n(Cc4ccccc4)c(C(C)C)nc3oc2c1	-5.4	-1.2	-2.2	10.8	/	1.7	14.9	5.2	2.6	-23.8	/
O=C(O)C1C2C=CC(C2)C1C(=O)NCc1ccccc1 (centres undefined)	-10.1	-4.1	-1.1	-11.9	1.9	-0.7	7.1	5.7	-6.2	1.9	3.8
Oc1ccc(-c2n[nH]c(=S)n2Cc2ccco2)cc1	-9.1	7.6	-5.0	-3.9	-0.1	2.5	4.8	15.5	-1.5	12.9	3.9
COC(=O)c1ccc(-n2nnnc2SCc2ccccc2OC)cc1	/	-16.4	-3.0	11.5	-4.6	-0.6	18.5	14.5	3.6	-2.4	-7.4
Cc1ccc2cc3cc(C(=O)N4CCCCC4C)oc3nc2c1 (centres undefined)	-4.2	-13.1	-7.3	-73.2	0.4	-1.8	-210.3	-165.0	1.1	-148.5	-82.6
Cc1ccccc1Nc1nc(N)nc(COC(=O)c2ccc(S(=O)(=O)N(C)C)cc2)n1	-8.2	7.3	7.8	-16.4	-4.5	0.1	-11.7	18.8	1.5	-2.9	-14.3
CC(C)n1c(=O)[nH]c2cc(C(=O)Nc3ccccc3)ccc21	-5.2	5.7	0.1	-34.6	1.8	-1.0	-137.0	-157.0	5.6	-41.3	-39.1
O=C(O)c1ccccc1Sc1ncnc2sc3c(c12)CCC3	-18.6	2.2	-1.1	15.0	2.2	-0.3	15.9	19.1	7.1	-20.9	7.3
CCN(CC)CCN(Cc1cc2cc3c(cc2[nH]c1=O)OCCO3)C(=S)NCCCOC	-0.1	3.0	-0.1	-1.5	-3.7	-0.4	3.1	-7.8	13.2	-21.0	9.6
CN1C(=O)c2cccc(NCCCN3C(=O)c4ccccc4C3=O)c2C1=O	-8.0	2.4	-4.7	-7.3	2.9	-1.0	16.5	2.0	-2.5	-2.2	-2.1
Cc1cc(NC(=O)C2C3C(=O)N(c4cccnc4)C(C(=O)NC(C)(C)C)C34C=CC2(C)O4)no1 (centres undefined)	-3.3	6.9	5.7	-0.4	2.0	-0.1	3.3	10.4	-9.9	-5.8	9.3
Cc1cc(C)c(C#N)c(SCSCc2ccccc2)n1	-8.5	-12.6	-2.2	13.2	3.2	-1.5	-5.6	-15.9	-6.3	-13.3	-3.9
Cc1ccc(N(Cc2ccc(C(=O)Nc3ccccc3C(=O)NCc3ccco3)cc2)S(C)(=O)=O)cc1C	-7.5	6.0	0.5	29.6	-3.0	3.7	23.5	14.9	-0.7	-14.7	-5.5
Cc1nnc(SCc2cc(=O)[nH]c(/N=C(\N)Nc3ccccc3)n2)s1	-3.2	13.1	-8.9	-10.4	-0.3	-0.5	17.1	-1.0	3.8	-14.8	-7.3
